# Screening results as filed in PubChem.
# M. tuberculosis: growth inhibition of non-replicating M. tuberculosis (AID 488890). inhibition, % at 25 µM; hits with a dose series show IC50 in µM. Mycobacterium tuberculosis non-replicating, growth inhibition; higher % means a stronger effect. actives 0.39% (n = 320,000); in the data active = a potency from the dose series; inconclusive = inhibition mostly from about 82% at the one dose, without a potency; inactive = the rest, 99 in 100 with inhibition below about 76%;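 also: plate controls were DMSO cells for no effect and high antibiotic wells for full effect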
# inhibitors of VEEV: inhibitors of VEEV TC-83 cytopathic effect, confirmation, Vero cells (AID 588727); inhibition, % at 20 µM, or IC50 in µM where a hit was titrated; Vero cells, VEEV TC-83 cytopathic effect inhibition; higher % means a stronger effect; actives 0.13% (n = 350,000); in the data active = a potency from the dose series; inconclusive = inhibition mostly from about 14% at the one dose, without a potency; inactive = the rest, 99 in 100 with inhibition below about 12%; also: strong numbers were not always called active
# H37Rv inhibition: M. tuberculosis growth inhibition, HTS (AID 449762); M. tuberculosis H37Rv growth inhibition, 7H9 media; higher % means a stronger effect; one-dose inhibition, % at 25 µM; IC50 in µM for titrated hits; actives 0.59% (n = 330,000); in the data active = a potency from the dose series; inconclusive = inhibition above about 70% without an active follow-up result;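 also: bacterial growth assessed after seven days of incubation; strong numbers were not always called active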
# H1N1 NS1A inhibition: H1N1 influenza NS1A inhibitors, functional cell based assay (AID 504329). NS1A functional cell-based assay, percent inhibition; higher % means a stronger effect. actives 0.3% (n = 340,000). inhibition, % at 12.5 µM; hits with a dose series show IC50 in µM; in the data active = a potency from the dose series; inconclusive = inhibition above about 27% without an active follow-up result; also: strong numbers were not always called active
# PhoP GFP inhibition: PhoP regulon inhibitors, Salmonella typhi PhoP promoter GFP reporter, confirmatory (AID 1850). Salmonella Typhi PhoP-promoter GFP reporter, fluorescence, 4 h; higher % means a stronger effect. inhibition, % at 50 µM; hits with a dose series show IC50 in µM. actives 0.33% (n = 310,000); in the data active = a potency from the dose series; inconclusive = inhibition mostly from about 25% at the one dose, without a potency; inactive = the rest, 99 in 100 with inhibition below about 19%;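 also: 0% = induced wells with vehicle and 100% = uninduced wells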
# inhibitors of VEEV 10K pilot screen: further read-out of inhibitors of VEEV, marked with its call; inhibition, %; measured here: 10K pilot screen inhibition
# * hit, by the source's call; i = inactive; ? = inconclusive; / = not tested or not shown.
SMILES,M. tuberculosis,inhibitors of VEEV,H37Rv inhibition,H1N1 NS1A inhibition,PhoP GFP inhibition,others
Cn1cnc([N+](=O)[O-])c1S(=O)(=O)c1cccc(Cl)c1,4.5µM*,i,?,2.8%,-0.6%,
CCCCN(C(=O)CN(C)CC(=O)Nc1cccc(OC)c1)c1c(N)n(CCCC)c(=O)[nH]c1=O,8.4%,3.5%,-2.4%,-2.9%,/,
Cc1ccc2nc3c(cc(S(=O)(=O)c4ccccc4)c(=N)n3Cc3ccco3)c(=O)n2c1,45.5%,0.5%,8.6%,0.8%,-1.3%,
Cc1ccc(S(=O)(=O)CC(=O)N2CCN(c3cccc(C(F)(F)F)c3)CC2)cc1,7.6%,0.8%,-1.3%,-10.6%,-4.9%,
Cc1ccc(NC(=O)c2cccc(F)c2)cc1S(=O)(=O)N1CCCCCC1,-1.6%,1.3%,0.8%,1.9%,5.8%,
Cc1nn(CC(=O)NNC(=O)c2cccc(Br)c2)c(C)c1[N+](=O)[O-],-22.8%,2.2%,3.3%,7.1%,2.8%,
COCCN(C(=O)COC(=O)/C=C/c1cccs1)c1c(N)n(Cc2ccccc2)c(=O)[nH]c1=O,0.2%,2.1%,-4.5%,1.3%,-3.3%,
O=[N+]([O-])c1cc(CS(=O)(=O)Oc2ccc(Cl)cc2)c(O)c([N+](=O)[O-])c1,2.0%,i,10.2%,12.8%,2.0%,
COC(=O)[C@@]1(Cc2ccc(F)cc2)[C@@H]2[C@@H](CC(=O)[C@H]2CC(=O)C(=O)N(C)C)CN1C(=O)c1ccccc1,13.1%,3.0%,2.8%,8.6%,8.9%,
CN(C)S(=O)(=O)N1CCN(S(=O)(=O)N(C)C)CC1,6.1%,0.1%,3.7%,-0.3%,6.8%,
COC(=O)[C@@H](c1ccccc1)N(C)S(=O)(=O)c1cccc(S(=O)(=O)N(C)[C@@H](C(=O)OC)c2ccccc2)c1,15.5%,0.2%,2.8%,7.4%,2.9%,
CCn1c(C(C)NC(=O)c2cccs2)n[nH]c1=S (stereo not drawn),-13.6%,0.3%,1.7%,14.2%,-2.8%,
CCOC(=O)C1=CN(Cc2cccc(F)c2)S(=O)(=O)NC1c1cccc(OC)c1 (stereo not drawn),/,i,/,6.4%,/,
CCOc1ccc(S(=O)(=O)Nc2cccc(OC)c2)cc1,14.8%,i,-8.9%,-4.9%,0.1%,
O=C(Nc1ccc(S(=O)(=O)NCc2ccccc2)cc1)C1CCCCC1,-6.1%,i,10.6%,10.7%,-2.3%,
CCOC(=O)N1CCC(=NNC(=O)COc2ccc(C#N)cc2)CC1,-2.2%,1.1%,-6.7%,3.7%,-4.2%,
O=C(Nc1ccccc1N1CCOCC1)C1CCCO1 (stereo not drawn),3.3%,3.0%,3.8%,-3.6%,/,
CN(C(=O)c1cccc(NC(=O)Cc2ccc(NC(=O)C3CCCN(C(=O)C4CC4)C3)cc2)c1)C1CCCC1 (stereo not drawn),/,0.3%,/,-11.6%,/,
Cc1ccc(NCc2nnc(SCC(=O)NNC(=O)Cc3ccccc3)n2C)cc1,-17.4%,i,1.1%,-5.1%,11.4%,
Cc1nnc(NC(=O)CSc2nnc(CNC(=O)C34CC5CC(CC(C5)C3)C4)n2C2CCCCC2)s1,-9.3%,0.9%,-7.8%,7.2%,-5.1%,
CC1Cc2cc(S(=O)(=O)N3CCCCC3)ccc2N1C(=O)C1CCC1 (stereo not drawn),13.6%,2.6%,4.7%,1.6%,-13.8%,
Cc1c(C#N)c(NC(=O)CCl)n(Cc2cccs2)c1C,?,?,?,-8.4%,-2.2%,
O=C(COC(=O)CCc1nc2ccccc2c(=O)[nH]1)Nc1c(Cl)cccc1C(F)(F)F,-11.0%,1.3%,1.1%,-3.3%,-3.5%,
CC1(c2ccccc2)NC(=O)N(CC(=O)Nc2ccc(C(N)=O)cc2)C1=O (stereo not drawn),-6.5%,2.3%,14.4%,-6.2%,7.6%,
CN(CC(=O)Nc1ccc(F)c(F)c1F)C(=O)c1cc(-c2ccncc2)nc2ccccc12,41.6%,8.6%,30.6%,-6.1%,4.0%,
Cc1cccc(OCc2nc(-c3nonc3N)no2)c1C,-0.2%,i,-7.2%,0.9%,-3.2%,
CCOc1ccc(OCCOC(=O)CN2C(=O)NC3(CCCC3)C2=O)cc1,4.2%,2.8%,2.6%,-5.7%,-2.0%,
Cn1cccc1/C=N\NC(=O)c1cncc(Br)c1,/,1.9%,-6.6%,/,-2.8%,
CC(OC(=O)C1=Cc2ccccc2OC1)C(=O)NC(C)(C)C (stereo not drawn),-6.4%,0.1%,0.4%,-16.5%,6.2%,
COc1ccc(NC(=O)CN2CCC(C)CC2)c([N+](=O)[O-])c1,31.3%,i,-12.0%,0.6%,-13.3%,
CN(C)c1ccc(C(=S)N2CCN(Cc3ccccc3)CC2)cc1,7.4%,0.2%,3.2%,8.6%,8.6%,
NC(=O)c1ccccc1OCC(=O)Nc1cccnc1Cl,-1.4%,2.2%,2.4%,-8.0%,/,
COc1ccc(NC(=O)Nc2ccccc2C(N)=O)cc1OC,2.4%,3.7%,-1.1%,-2.5%,0.4%,
O=C(Nc1ccccc1)/C(=C/c1cccnc1)NC(=O)c1ccco1,-7.5%,1.2%,-3.1%,0.2%,-3.0%,
c1ccc2ncccc2c1,-2.0%,1.2%,3.4%,5.8%,/,
O=C1CCCN2N=C(SCC(=O)Nc3ccc([N+](=O)[O-])cc3)SC2=N1,-2.1%,2.0%,-6.9%,3.2%,-8.0%,
O=C(NCCc1ccc2c(c1)OCCO2)c1cc2ccccc2o1,54.2%,4.0%,-16.6%,1.9%,-12.3%,
CCNC(=S)NNC(=O)c1ccc2ncccc2c1,-10.9%,3.1%,-1.6%,-0.7%,-5.4%,
O=C(NCc1cccnc1)c1nn2cccnc2c1Cl,3.9%,0.2%,7.9%,-5.2%,5.4%,
NC(=O)C1CCN(c2cc(Cl)nc(N)n2)CC1,-12.4%,0.5%,-4.2%,3.9%,-5.1%,
CCOC(=O)NC(=O)CSc1ccc(S(=O)(=O)N(C)C2CCCCC2)cn1,?,0.6%,2.9%,0.7%,/,
CN(CC1COc2ccccc2O1)C(=O)Cn1cc(C(F)(F)F)ccc1=O (stereo not drawn),-2.8%,i,-4.8%,5.6%,/,
O=C(CN1CCN(c2ccccc2)CC1)NC(=O)NCc1ccco1,-4.6%,0.8%,-5.7%,-2.1%,8.4%,
O=C(Nc1nc2ccc(F)cc2s1)c1cccs1,/,2.6%,4.1%,5.8%,6.6%,
CCCn1nnc(NCc2ccc(OCc3cccs3)c(OC)c2)n1,14.8%,i,-0.2%,-5.4%,1.9%,
Cc1ccc(-c2csc(N/N=C/C=C/c3ccccc3)n2)cc1,49.0%,5.9%,?,17.2%,3.3%,
COc1ccc(-n2nnnc2CNC(=O)C(=O)c2c(C)[nH]c3ccccc23)cc1,-7.9%,2.4%,-4.5%,-12.2%,2.1%,
Cc1nnc(NC(=O)c2nc(S(=O)(=O)Cc3ccccc3)ncc2Cl)s1,24.1%,26.3%,-0.4%,-12.2%,-16.4%,
COc1ccc2oc(=O)c(C(=O)NC(C)c3ccccc3)cc2c1 (stereo not drawn),16.5%,2.1%,5.6%,-5.0%,3.8%,
Cc1ccnc(NS(=O)(=O)c2ccc(NC(=O)C3CC=CCC3C(=O)O)cc2)n1 (stereo not drawn),18.4%,0.1%,5.1%,-0.6%,11.3%,
COc1ccc(NC(=O)CCCn2cnc3ccccc3c2=O)c(OC)c1,-2.9%,0.7%,1.6%,-14.2%,-0.8%,
CC1=NN(C(=O)c2ccc(Cn3nc(C)c(Br)c3C)cc2)C(O)(C(F)(F)F)C1 (stereo not drawn),0.58µM*,2.2%,9.9%,-1.1%,-2.0%,
Cc1cc(-c2ccccc2)nc2c(Br)c(C(=O)O)nn12,-12.3%,1.3%,-1.1%,/,2.6%,
CC(C)(C)OC(=O)NCCC(=O)N/N=C/c1ccc2ncccc2c1,1.2%,i,2.5%,5.1%,1.1%,
COc1ccc(C2CC(C(F)(F)F)n3nc(CO)c(Cl)c3N2)cc1OC (stereo not drawn),1.9%,3.4%,-8.9%,-11.8%,9.6%,inhibitors of VEEV 10K pilot screen=0.0
Cc1ccc(C(=O)CN2CCC(NC(=O)C3CCCCC3)CC2)cc1,9.3%,3.5%,-0.8%,12.6%,-6.6%,
CCN(CC)CCc1nc(-c2ccccc2)no1,-14.4%,1.4%,0.1%,-1.9%,-11.1%,
COCCNc1oc(/C=C/c2ccccc2)nc1C#N,6.6%,1.4%,-3.6%,-3.6%,2.9%,
CC(=O)Nc1ccc(S(=O)(=O)NC2=NCN(CCOC(=O)c3ccccc3)CN2)cc1,9.1%,0.8%,-4.2%,-1.5%,-4.8%,
COC(=O)[C@H](C(C)C)N(Cc1ccccc1)S(=O)(=O)CCNC1CCCC1,/,i,/,-5.6%,/,
# Further results follow.
SMILES,M. tuberculosis,inhibitors of VEEV,H37Rv inhibition,H1N1 NS1A inhibition,PhoP GFP inhibition,others
Nc1ccc(C(=O)N2CCCC2)cc1CS(=O)(=O)c1ccc(Cl)cc1,-6.6%,2.1%,-4.7%,-3.7%,-2.2%,inhibitors of VEEV 10K pilot screen=2.7
Cc1nn(Cc2c(F)c(F)c(F)c(F)c2F)c(C)c1NC(=O)c1ccc(COc2ccc(Cl)cc2Cl)o1,22.6%,3.7%,9.6%,-4.5%,-2.2%,
CC(OC(=O)c1ccccc1C(=O)N(C)Cc1ccccc1)C(=O)NC1(C#N)CCCCC1 (stereo not drawn),/,7.1%,/,-8.6%,/,
CC(C)Sc1nnc(Cn2c(=O)sc3ccccc32)n1-c1ccccc1,-20.3%,1.5%,-5.8%,2.6%,-6.3%,
OCCCN=C1CCCc2c1[nH]c1ccc(Cl)cc21,-0.2%,1.5%,6.9%,2.7%,-1.7%,
Cc1ccc2c(NC(=S)NC(=O)c3ccccc3)cccc2n1,6.8%,8.3%,-5.1%,9.3%,-5.0%,
O=C1CCCCC/C1=N/Nc1ccc(OCc2ccccc2)cc1,41.7%,i,0.4%,6.9%,6.1%,
COCCn1c(SCC(=O)Nc2nnc(C)s2)nnc1-c1ccncc1,-11.5%,0.5%,3.7%,1.5%,1.6%,
CCOC(=O)[C@H]1[C@H]2COc3ccc(Cl)cc3[C@@H]2N2C(=O)c3ccccc3NC(=O)[C@@]12C,37.7%,1.4%,-3.7%,10.3%,-1.3%,
CC1Cc2ccccc2N1C(=O)COC(=O)Cn1nnc(-c2ccccc2)n1 (stereo not drawn),68.4%,7.1%,?,-7.3%,-11.4%,
Cc1cnc(NC(=O)C2CC=CCC2)s1 (stereo not drawn),-11.9%,4.9%,-1.8%,6.4%,10.4%,
Cc1ccccc1NC(=O)C1CCN(S(=O)(=O)c2cccs2)CC1,8.7%,1.5%,4.5%,-0.3%,-3.1%,
O=Cc1ccc(OC(=O)c2cccnc2)cc1,?,1.3%,8.8%,8.5%,6.0%,
CN1CCc2c(sc3c2c(=O)n(-c2cccc(Cl)c2)c2nncn32)C1,4.3%,0.9%,-0.9%,1.1%,2.5%,
C=CCOc1c2ccc(C(=O)NC3CCCc4ccccc43)cc2nn1C (stereo not drawn),3.2%,0.7%,-2.7%,-4.1%,0.5%,
CC(/C=C\C=C\c1ccccc1)=N\NC(=O)c1cncc(Br)c1,i,4.6%,?,-5.9%,-1.0%,

# Rows are unselected; any-hit rate near 1.6%.
